A-T KAP1 phos: potential ataxia-telangiectasia treatment; […] A-T fibroblasts, KAP-1 phosphorylation AlphaLISA; neocarzinostatin DNA damage 30 min before lysis; Potency, µM (series often up to 57.5 µM), for inactives: at the highest dose activation, most hits filed as activators; 320,000 tested, 0.19% active; AID 485349; also: potency is read from the fitted curve at half-maximal effect; % of control where 0% means no effect; nearly all actives have a fitted effect of over 45% in size
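ATM-like activity read as KAP-1 phosphorylation via AlphaLISA donor/acceptor antibody pairs after lysis and 6 hr at 25C. Cells were ATM-null patient fibroblasts ([…], hTERT), dosed 60 min, then exposed to the DSB inducer NCS for 30 min.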
ELG1 repair inh: blocks ELG1-dependent DNA repair in HEK293T cells. HEK293T ELG1-luciferase reporter, luminescence, 16 h; DNA damage induced by 5-fluorouridine. Potency, µM (doses to about 46.1 µM), without a hit: at the highest dose activity change, negative = inhibition, hits mostly inhibitors. 330,000 tested, 2.3% active. AID 504467; also: potency is read from the fitted curve at half-maximal effect; % is scaled to controls: 0 for no effect and ±100 for the full control effect; nearly all actives have a fitted effect of over 55% in size
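DMSO vehicle served as the neutral condition. Each well held 2,000 cells given 5-fluorouridine plus compound; after 16 hr at 37 °C/5% CO2, ONE-Glo was added and luciferase measured 30 min later.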
KCNH2 WT inh: blocks the wildtype human KCNH2 potassium channel; Q12809; U2OS, BacMam KCNH2, thallium flux FluxOr; active compounds read low; activity change, % at 1.84 µM; 340,000 tested, 0.37% active; AID 720551;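 active = maximum activity change below -70%; inconclusive = maximum activity change between -70% and -50%; inactive = maximum activity change above -50%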; also: % is scaled to controls: 0 for no effect and ±100 for the full control effect
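U2OS cells were transduced with wild-type KCNH2 virus (2.03 x 10^8 / mL) for 4 h at room temperature, then cultured overnight at 37 C. Thallium flux was read with FluxOr dye. Rate constants were normalized to DMSO controls.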
Eya2 phos inh: Eya2 (human) phosphatase inhibition. Potency, µM (doses to about 76.9 µM), for inactives: top-dose activity, negative = inhibition, hits mostly inhibitors. recombinant Eya2, OMFP fluorescence dephosphorylation (OMFP is methylfluorescein phosphate). O00167. 330,000 tested, 0.006% active; also: potency is read from the fitted curve at half-maximal effect; % is scaled to controls: 0 for no effect and ±100 for the full control effect
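Eya2 (0.2 uM) preincubated 10 min at ambient with compound, then OMFP substrate added at 50 uM; 10 min reaction in 50 mM HEPES pH 7.5, 50 mM NaCl, 5 uM MgCl2, 0.05% BSA, 1 mM DTT. Fluorescence read at Ex 485/Em 525 nm.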
Mito fusion yeast: mitochondrial division inhibition or fusion activation. 320,000 tested, 0.23% active. S. cerevisiae fusion-defective mutant growth rescue, CellTiterGlo 48 h. Potency, µM (doses to about 46.1 µM), inactives show at the top dose growth rescue (activation), actives largely listed as activators;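 also: potency is read from the fitted curve at half-maximal effect; % of control where 0% means no effect; nearly all actives have a fitted effect of over 45% in size; temperature-sensitive fusion mutants such as fzo1-1 at 37 °C on non-fermentable ethanol glycerol medium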
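S. cerevisiae fusion-defective temperature-sensitive mutants (e.g. fzo1-1, mgm1-5) grown 48 h at 37C in YPEG (ethanol/glycerol non-fermentable) medium with 23 nl compound per well; growth rescue read as CellTiterGlo luminescence.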
USP2a inh: inhibitors of human ubiquitin-specific protease USP2a; O75604; USP2 core, Ub-CHOP2 coupled fluorogenic reporter, 485/531; Potency, µM (highest dose often 38.3 µM), inactives show at the highest dose activity change, negative = inhibition, usual class: inhibitors; 330,000 tested, 0.01% active;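 also: potency is read from the fitted curve at half-maximal effect; plate controls were DMSO wells for no effect and full inhibition by NEM control for full effect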
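Cell-free coupled assay: 10nM USP2 core preincubated 30min RT with compound in Tris-HCl pH 8.0/CaCl2/CHAPS buffer, then 25nM Ub-CHOP2 and 25nM reporter substrate; fluorescence (Ex 485/Em 531) read after 60min RT, normalized to NEM inhibition, concentration-response curves fitted.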
KCNH2 3.1 inh: blocks the human KCNH2 3.1 channel isoform; U2OS KCNH2 3.1, thallium flux FluxOr; active compounds read low; activity change, % (tested at about 1.8 µM); 340,000 tested, 0.95% active; AID 720553;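 active = maximum activity change below -70%; inconclusive = maximum activity change from -70% to -50%; inactive = maximum activity change above -50%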;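 also: thallium influx rate constant from kinetic fluorescence after stimulation buffer; % is scaled to controls: 0 for no effect and ±100 for the full control effect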
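FluxOr-based Tl+ influx in U2OS cells transduced with KCNH2 3.1 virus; rate constants normalized to DMSO controls.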
TRPV1 ag: human TRPV1 agonism; Q8NER1; TRPV1-expressing cells, Fluo-8 calcium influx, agonist mode; activation, % at 8.33 µM; 320,000 tested, 0.19% active; AID 540275; in the data active = activation above about 80%; inconclusive = between about 30% and that limit; also: 0% is about no effect
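TRPV1-expressing cells were cultured overnight at 35.5C and loaded with Fluo-8 calcium dye for 40 to 90 min at room temperature. After a 10 s baseline, compound was added and calcium influx was read kinetically for 3 min (ex 480/em 520 nm).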
TSHR antag: human thyrotropin receptor antagonism | TSHR-expressing cells, TSH-stimulated cAMP HTRF, 2 h; active compounds read low | P16473 | activity change, negative = inhibition, % at 11.5 µM | 330,000 tested, 0.2% active;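 active = activity change below a set negative limit, meaning inhibition stronger than a set level, cut at about -70% in these data; inconclusive = activity change between two set negative limits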; also: % is scaled to controls: 0 for no effect and ±100 for the full control effect
Target sequence (P16473 whole entry, looked up): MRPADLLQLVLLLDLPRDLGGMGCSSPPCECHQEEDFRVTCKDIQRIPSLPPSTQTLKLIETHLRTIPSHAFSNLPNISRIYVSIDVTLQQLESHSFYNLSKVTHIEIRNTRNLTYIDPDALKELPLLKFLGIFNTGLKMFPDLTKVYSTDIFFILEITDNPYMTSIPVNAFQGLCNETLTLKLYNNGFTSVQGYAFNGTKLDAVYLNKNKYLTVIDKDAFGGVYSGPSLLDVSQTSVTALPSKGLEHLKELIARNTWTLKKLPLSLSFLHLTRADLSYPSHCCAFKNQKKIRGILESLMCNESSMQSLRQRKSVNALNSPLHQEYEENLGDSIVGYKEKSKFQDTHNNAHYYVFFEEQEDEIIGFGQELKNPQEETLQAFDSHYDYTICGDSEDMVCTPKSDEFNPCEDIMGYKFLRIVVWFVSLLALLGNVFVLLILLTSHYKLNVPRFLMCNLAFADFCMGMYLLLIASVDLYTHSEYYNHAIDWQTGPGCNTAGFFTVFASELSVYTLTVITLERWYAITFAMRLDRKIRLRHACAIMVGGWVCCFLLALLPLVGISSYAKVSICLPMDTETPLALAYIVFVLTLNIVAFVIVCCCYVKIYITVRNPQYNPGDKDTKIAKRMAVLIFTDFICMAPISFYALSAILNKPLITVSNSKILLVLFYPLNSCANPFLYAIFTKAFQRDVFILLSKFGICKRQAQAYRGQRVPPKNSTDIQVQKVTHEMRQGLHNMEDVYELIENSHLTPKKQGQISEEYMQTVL
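TSHR-expressing cells were treated with compounds, then stimulated with TSH at EC80 (4nM final) for 2 hours at 37 deg C. Cellular cAMP was measured by HTRF competition between lysate cAMP and cAMP-d2 for a cryptate-labelled anti-cAMP antibody.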
TCR act: activates T cell receptor signaling. primary human leukocytes, anti-CD3, IL-2 HTRF, 48 h. AID 504894. Potency, µM (doses to about 9.22 µM), without a hit: at the highest dose activation of IL-2 secretion, most hits filed as activators. 330,000 tested, under 10 active; also: % of control where 0% means no effect
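Using a-CD3 beads without co-stimulation, primary human leukocytes were exposed to compounds for 48 hr. An HTRF IL-2 kit measured the cytokine, with europium-to-d2 energy transfer producing emission at 665nm upon 320nm excitation.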
Numbers without * were called inactive; u = inconclusive; x = no result given; & = joins results of further samples; [ ] = another dose, or the depositor's remark. Unless noted, calls follow the shape of the dose curve; as a rule, active = well fitted curve in the direction sought with a large enough effect; inconclusive = small, poorly fitted or top-dose-only effect, or another doubt; inactive = no such curve, though single readings can be large; an effect the other way counts as inactive or inconclusive.

SMILES | A-T KAP1 phos | ELG1 repair inh | KCNH2 WT inh | Eya2 phos inh | Mito fusion yeast | USP2a inh | KCNH2 3.1 inh | TRPV1 ag | TSHR antag | TCR act
COc1ccc(NS(=O)(=O)c2cc(NC(=O)C3=NN(c4ccccc4)C(=O)CC3)ccc2OC)cc1 | 5% | u | 1 | -12% | x | -2% | -24 | x | x | 3%
O=C(NCCc1ccccc1)c1oc2ccccc2c1COc1ccccc1 | 12% | -9% | -2 | -7% | 18% | -4% | -26 | u | 15 | 1%[46.1 µM]
COC(=O)[C@@H]1C[C@@]2(O)[C@H](O)[C@H](O)[C@H](O)C[C@H]2N1Cc1ccccc1OS(=O)(=O)c1ccc(C)cc1 | 13% | u | -8 | -14% | -6% | 3% | 23 | 6 | 10 | -4%
CCOc1ccc2c(c1)S/C(=C\c1cccs1)C(=O)N2 | 39% | u | x | -1% | 12% | -13% | 0 | -2 | 6 | 6%
COc1ccc2ccc(=O)oc2c1CC=C(C)C | 26% | 12% | 5 | 0% | 22% | 0% | -17 | u | 30 | 2%
O=C(Nc1ccccc1)n1ccc(-c2ccc(-n3ccnc3)cc2)n1 | -10% | u | x | -9% | -9% | 0% | x | 17 | 1 | x
CC(=O)Nc1ccc(Nc2cc(N(C)C)c3nonc3c2[N+](=O)[O-])cc1 | 32% | 8% | -10 | 5% | 2% | 2% | 3 | -5 | 15 | 4%
Cc1cc(C)cc(N(C(=O)Cc2cccs2)C(C(=O)NC2CCCCC2)c2ccccn2)c1 (stereo not drawn) | -2% | -3% | -12 | -12% | -4% | -2% | 8 | u | -25 | -8%
CCOc1ccc(CN2CCN(Cc3cn(CC)nc3C)CC2CCO)cc1 (stereo not drawn) | -7% | 15% | 6 | 9% | -4% | 2% | -13 | -4 | -4 | 6%
COc1ccc(S(=O)(=O)N2CCCCCC2)cc1C(=O)NCc1ccccc1Cl | 8% | u | -1 | 7% | u | -1% | -9 | 7 | 37 | -7%
O=C(NCCc1ccccc1)c1noc2c1CCc1ccccc1-2 | 21% | u | 2 | 5% | 2% | 3% | -11 | 3 | -9 | -18%
Cc1cc(-c2ccc(C)c(S(=O)(=O)NCC3CCN(Cc4ccccc4F)CC3)c2)on1 | 7% | u | 16 | 0% | 14% | 2% | -1 | 7 | -3 | -5%
Cc1ccc2c(c1)N(CCC(=O)NCCCOC(C)C)C(=O)C(C)O2 (stereo not drawn) | 1% | -3% | -27 | 1% | 1% | -9% | 9 | 13 | 13 | 3%
CCOc1ccccc1NC(=S)NCC1CCCO1 (stereo not drawn) | 3% | 8% | 10 | 4% | -8% | 0% | -12 | -5 | 8 | -1%[46.1 µM]
CCOc1cc(/C=N/n2cnnc2)cc(Br)c1O | 1% | -1% | 14 | 28% | 2% | 2% | -13 | -3 | -19 | -8%
CC(=O)Nc1ccc(N=NN2CCOCC2)cc1 | -1% | u | 28 | -11% | -4% | 10% | -9 | 1 | -11 | 2%
CC(=O)c1ccc(NC(=O)CCCCCn2nnc3ccccc3c2=O)cc1 | 22% | 6% | 2 | 3% | 21% | 2% | -1 | -7 | 14 | 8%
CC(C)CNC(=O)NC(=O)COc1ncnc2sccc12 | 4% | 12% | 1 | 2% | 2% | 2% | u | -3 | 3 | 2%
O=C(CSc1nnc2ccccn12)NC(=O)c1ccccc1Cl | 2% | 0% | -7 | 2% | x | 3% | -2 | x | -2 | -7%
CCn1c(O)c(/C=C2\C=NN=C2c2ccccc2)sc1=S | 6% | -5% | 2 | 2% | 14% | 0% | -3 | 0 | -4 | -6%
CCN1C(=O)/C(=C2/Sc3ccccc3N2CCCS(=O)(=O)O)SC1=S | 2%&-3% | 22%&-13% | -2&-2 | 2%&3% | -2%&3% | -1%&1% | 1&-6 | -3&4 | -27&-4 | 5%&0%
N#CC1=C(N)Oc2cc(O)ccc2C1c1ccccc1 (stereo not drawn) | -4% | -12% | -3 | 8% | 2% | 0% | 6 | 1 | -21 | -2%
CCOc1ccc(C2C3=C(CCCC3=O)Nc3nc(C(F)(F)F)nn32)cc1OC (stereo not drawn) | x | 26% | 1 | -3% | 2% | 0% | 1 | 9 | 20 | 2%
O=C(NCc1nnc(SCC(=O)N2CCC(Cc3ccccc3)CC2)o1)c1ccco1 | 10% | u | -6 | -2% | -3% | -8% | -3 | -2 | 15 | x
Cc1c(NC(=O)c2ccco2)c(=O)n(-c2ccccc2)n1C | 4% | 6% | -4 | -29% | -2% | -2% | 6 | 2 | -13 | -4%

The list goes on, overlapping the part above by 2 compounds.
SMILES | A-T KAP1 phos | ELG1 repair inh | KCNH2 WT inh | Eya2 phos inh | Mito fusion yeast | USP2a inh | KCNH2 3.1 inh | TRPV1 ag | TSHR antag | TCR act
O=C(NCc1nnc(SCC(=O)N2CCC(Cc3ccccc3)CC2)o1)c1ccco1 | 10% | u | -6 | -2% | -3% | -8% | -3 | -2 | 15 | x
Cc1c(NC(=O)c2ccco2)c(=O)n(-c2ccccc2)n1C | 4% | 6% | -4 | -29% | -2% | -2% | 6 | 2 | -13 | -4%
NNC(=O)c1sccc1OCc1ccc(Cl)cc1 | 3% | 0% | -1 | 1% | 8% | 2% | -2 | 12 | -20 | -2%
CCC(C)[C@H]1COCCS(=O)(=O)N1Cc1ccccc1 (stereo partly drawn) | 4% | -21% | -1 | 5% | 1% | 0% | 11 | 1 | 1 | 7%
Cc1nc(C)c(C(=O)Nc2cccc(C)c2C)o1 | -12% | 8% | 0 | -1% | -1% | 2% | 20 | -1 | -1 | 1%[46.1 µM]
O=C(CCSc1ccc(Cl)cc1)NCc1ccccn1 | 5% | 1% | 6 | 10% | -6% | 2% | -13 | 8 | 7 | 0%
Cc1cc(-c2nnc(SCC(=O)Nc3ccc(Cl)cn3)n2N)n[nH]1 | -3% | 18% | 0 | 1% | 0% | -2% | 9 | 0 | 3 | -6%
CC(C)CCn1c(SCC(=O)N2CC(=O)Nc3ccccc32)nc2scc(-c3cccs3)c2c1=O | 6% | 0% | 1 | 17% | 1% | 0% | -11 | -7 | 1 | 0%
O=C(COC(=O)/C(=C/c1cccs1)c1cccs1)NC(c1ccccc1)c1ccccc1 | 2% | -4% | 1 | 2% | -3% | 0% | -22 | 11 | 0 | -2%[46.1 µM]
Cc1cccc(C)c1NC(=O)CSc1nnc([C@@H]2CCCN2C(=O)OC(C)(C)C)o1 | -15% | 15% | -1 | 5% | -4% | 0% | 20 | 1 | 4 | -6%
O=C(N/N=C1/CCSC1)c1cc(Br)ccc1O | 2% | 5% | -14 | 8% | 1% | 0% | 16 | 1 | -25 | -31%
CSc1ccccc1-c1nnc(-c2ccc(Cl)cc2Cl)o1 | 34% | u | -29 | -17% | -1% | 3% | -17 | -2 | 2 | 24%
COc1ccc(C2(C)NC(=O)N(CC(=O)NCc3ccccc3F)C2=O)cc1 (stereo not drawn) | -6% | 3% | -15 | 12% | 4% | 10% | -4 | 0 | 28 | -3%
CCOc1ccc(S(=O)(=O)NC(C)C(=O)NCc2ccncc2)cc1 (stereo not drawn) | -6% | -6% | 9 | u | -4% | 3% | -2 | 1 | -3 | -3%
O=C1C=C(N2CCN(C3=CC(=O)CCC3)CC2)CCC1 | 5% | 8% | -2 | 3% | -2% | -1% | 2 | 1 | -2 | x
Oc1ccc(C[C@@H]2CNCCN2CC2(c3ccccc3)CC2)cc1 | 3% | -2% | 4 | 8% | -9% | 2% | 8 | 1 | -11 | -2%
COc1ccc(OCCC(=O)OCC(=O)Nc2cccc(S(=O)(=O)N3CCCCC3)c2)cc1 | -1% | 5% | 20 | -10% | x | 1% | -7 | x | -18 | 11%[46.1 µM]
CCOC(=O)CSC1=C(C#N)C(c2ccco2)C(C(=O)OCc2ccccc2)=C(C)N1 (stereo not drawn) | 6% | -26% | -4 | -11% | 24% | -1% | -1 | 23 | -7 | -1%
O=C(COC(=O)CCCC1=NS(=O)(=O)c2ccccc2N1)Nc1ccc(Br)cc1 | 1% | 28% | -1 | -1% | -4% | 2% | 10 | -2 | 4 | -6%
O=C(CC1C(=O)CCCC1=O)c1ccccc1 | 22% | 22% | -6 | 2% | 1% | -7% | 3 | -8 | -4 | 1%
Cc1ccc(-c2ccc(/C=N/NC(=O)Cc3nnc(N)s3)o2)cc1Cl | 3% | 2% | -11 | 3% | -2% | 8% | 8 | -10 | -7 | 5%
Nc1nonc1-n1nnc(C(=O)N/N=C/c2ccoc2)c1CSc1ccc(Cl)cc1 | -12% | -18% | 24 | -3% | u | 1% | 20 | u | -16 | 4%
Cc1cc(=O)[nH]c(SCC(=O)c2c(N)n(C)c(=O)n(C)c2=O)n1 | 2% | -1% | -1 | 4% | 1% | 1% | -6 | -3 | 18 | -2%
CCN1CCN(CCOc2cccc(Cl)c2Cl)CC1 | 12% | -5% | x | -7% | -8% | -13% | -6 | -11 | 18 | -2%

Compound activity deposited in PubChem BioAssay by National Center for Advancing Translational Sciences (NCATS).

These rows are one share of the data (hit frequency here may not be typical).
